eLon inh – inhibitors of E. coli Lon protease, primary screen, biochemical, fluorescence polarization; P0A9M0; purified E. coli Lon protease; inhibition, % at 7.94 µM; 360,000 compounds, 0.42% hits; AID 602123, 2011; in the data active means inhibition above about 13%, passing the limit was not always enough;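 further: 0% = enzyme with probe and DMSO and 100% = no enzyme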
MLLE-PAM2 inh – inhibitors of PABP1 MLLE–PAM2 peptide binding, primary screen, biochemical, fluorescence polarization, FITC-PAM2, GST-MLLE; inhibition, % at 20 µM; 360,000 compounds, 0.36% hits; Polyadenylate-binding protein 1 (Homo sapiens), P11940; AID 588489, 2011; in the data active means inhibition above about 35%, passing the limit was not always enough;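 further: plate controls were DMSO wells with GST-MLLE for no effect and wells lacking GST-MLLE protein for full effect; some results filed as inactive read as strong as hits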
Target sequence (P11940 whole entry, looked up): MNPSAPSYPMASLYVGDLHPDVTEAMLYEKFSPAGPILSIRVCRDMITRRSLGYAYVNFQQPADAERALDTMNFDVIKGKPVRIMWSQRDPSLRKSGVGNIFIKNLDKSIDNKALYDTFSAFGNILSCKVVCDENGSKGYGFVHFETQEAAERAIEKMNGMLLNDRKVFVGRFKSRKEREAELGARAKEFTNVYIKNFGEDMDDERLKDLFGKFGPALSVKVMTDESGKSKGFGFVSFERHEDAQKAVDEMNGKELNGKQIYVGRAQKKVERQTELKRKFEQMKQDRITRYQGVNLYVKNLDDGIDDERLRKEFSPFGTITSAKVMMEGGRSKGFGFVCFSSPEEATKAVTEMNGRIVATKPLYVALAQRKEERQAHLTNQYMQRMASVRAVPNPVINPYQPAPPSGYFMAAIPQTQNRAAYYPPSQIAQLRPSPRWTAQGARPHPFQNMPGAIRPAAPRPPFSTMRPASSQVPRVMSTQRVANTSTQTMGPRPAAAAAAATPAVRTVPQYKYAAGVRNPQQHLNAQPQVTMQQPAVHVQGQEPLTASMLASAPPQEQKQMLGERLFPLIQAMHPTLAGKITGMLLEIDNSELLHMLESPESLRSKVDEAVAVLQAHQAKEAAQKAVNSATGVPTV
SKN-1 block – suppressors of acrylamide-induced Pgst-4::GFP reporter in worms, primary screen, SKN-1 inhibitor project, whole organism, uHTS, GFP/RFP fluorescence ratio, strain VP596 | C. elegans VP596 Pgst-4::GFP/RFP ratio, 24 h | inhibition, % at 21.8 µM | 360,000 compounds, 0.49% hits | AID 624304, 2012;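 active means interference check ratio from 0.5 to 1.5 plus GFP to RFP signal ratio inhibition reaching or exceeding a fixed threshold, cut at about 30% in these data, passing the limit was not always enough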; further: some compounds called inactive have numbers as strong as hits
Rin1 Abl inh – inhibitors of Rin1-Abl protein binding, primary screen, biochemical, TR-FRET. Tyrosine-protein kinase ABL1 (Homo sapiens) + Ras and Rab interactor 1 (Homo sapiens), …. inhibition, % at 7.35 µM. 360,000 compounds, 0.4% hits. AID 588664, 2011; in the data active means inhibition above about 5%, passing the limit was not always enough
FAS TE block – FAS thioesterase domain inhibitors, primary screen, biochemical, fluorescence intensity, uHTS | recombinant FAS-TE, OMFH fluorogenic substrate, fluorescence endpoint | AID 602261, 2012 | inhibition, % at 15 µM | 360,000 compounds, 0.67% hits | Fatty acid synthase (Homo sapiens), P49327;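 active means compounds whose normalised, plate-corrected inhibition of enzyme fluorescence in the single-dose primary screen is 50% or more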;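 further: 0% = DMSO with enzyme and 100% = substrate without enzyme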
MT1-MMP act inh – blockers of MT1-MMP proenzyme processing, primary screen, HT1080 RFP-PRO-GFP cells, GFP/RFP fluorescence. GFP/RFP ratio change, % at 20 µM. 360,000 compounds, 0.061% hits. GFP/RFP ratio fluorescence, overnight; percent of plate control window, DMSO zero;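 active means GFP/RFP ratio change of at least 30% with cell ATP level not reduced by more than half and red fluorescence within 50% of control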; further: strong numbers were not always called active
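Read-out: GFP/RFP fluorescence ratio; Test system: RFP-PRO-GFP reporter HT1080 cells; Compound dosing: single-point 20 µM compound, 1% DMSO; Times: overnight compound exposure at 37 °C.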
bovine MsrA act – bovine MsrA enzyme activators, primary screen, biochemical, absorbance, HTS; Methionine sulfoxide reductase A (Bos taurus); purified bovine MsrA, absorbance read-out; activation, % at 10.6 µM; 360,000 compounds, 0.3% hits; AID 602163, 2012; in the data active means activation above about 7.5%;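 further: 0% = vehicle and 100% = reference activator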
Neddyl block – inhibitors of cullin neddylation, primary screen, biochemical, TR-FRET, uHTS, NAE and Ubc12; NEDD8-conjugating enzyme Ubc12 (Homo sapiens) + NEDD8-activating enzyme E1 regulatory …; AID 651699, 2012; 360,000 compounds, 0.58% hits; calls only at 25 µM; in the data active means inhibition above about 36%
NRP1-CendR mod – modulators of CendR peptide binding to NRP-1, primary screen, biochemical, fluorescence polarization, uHTS; FAM-RPARPAR peptide binding to NRP-1; 360,000 compounds, 0.85% hits; inhibition, % at 25 µM; Neuropilin-1 (Homo sapiens), O14786;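 active means inhibition or corrected inhibition above about 18%, plus a signal ratio from 0.5 to 1.5, limit read from the data, passing the limit was not always enough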; further: strong numbers were not always called active
The depositor's hits bear a star; i = inactive; . = no result given; + = active, no number.

Screens in order – eLon inh, MLLE-PAM2 inh, SKN-1 block, Rin1 Abl inh, FAS TE block, MT1-MMP act inh, bovine MsrA act, Neddyl block, NRP1-CendR mod
- COc1cc(NC(=O)COC(=O)/C=C/c2c(C)nn(C3CCS(=O)(=O)C3)c2Cl)cc(OC)c1OC (stereo not drawn)
    0, -20, -11, 1, -10, -1, -8, i, 2
- Cc1ccc(NCCC(=O)c2cccs2)cc1
    -5, -4, 6, 1, 7, -1, 1, i, -7
- O=[N+]([O-])c1ccc(S(=O)(=O)Nc2ccc(S(=O)(=O)N3CCCC3)cc2)cc1
    8, 7, 8, -1, 14, -3, -2, i, -10
- Cc1cccc(OC(=O)CCN2C(=O)C3C4C=CC(C5CC45)C3C2=O)c1C (stereo not drawn)
    1, 5, 9, -1, 11, -2, -2, i, 1
- CC(OC(=O)c1ccccc1NCCO)C(=O)Nc1ccc(S(=O)(=O)N2CCOCC2)cc1 (stereo not drawn)
    -10, 8, -10, 3, 5, 0, -3, ., 0
- COC(=O)c1c(NC(=O)CSc2nnnn2-c2ccccc2)sc2c1CCC(C(C)(C)C)C2 (stereo not drawn)
    -1, -43, 12, -4, 18, -1, -1, i, -10
- Cc1cc(C[n+]2cc(Cl)ccc2N)c2ncccc2c1
    -1, 9, -5, -5, -3, -1, -3, i, -27
- Cc1c(C(=O)OC(C)C)[nH]c2c1C(=O)CC(C)(C)C2
    -5, -6, 7, 4, 0, 0, 0, i, 8
- O=C(Cc1c(F)cccc1Cl)NC1CCN(Cc2ccccc2)CC1
    5, 0, 16, -1, -8, 4, -2, i, 8
- CC1CCc2cc(F)cc3c(O)c(C(=O)NCc4ccco4)c(=O)n1c23 (stereo not drawn)
    -13, -3, 10, 1, -1, 7, 2, i, 2
- COc1ccccc1C(=O)N(CN1CCCC1=O)c1cccc(Cl)c1
    -4, 9, 9, -5, -6, -5, -3, i, 5
- Cc1ccc(OCC(=O)Nc2ccc3c(c2)OCO3)c([N+](=O)[O-])n1
    -3, -7, 7, -1, 4, -1, -4, i, -2
- Cc1[nH]c2ccccc2c1C(=O)CN1CCC(C)CC1
    -7, -31, 6, -1, -8, -4, -3, i, 3
- CSc1ccccc1NC(=O)c1cc(Cl)sc1Cl
    3, -10, -5, 1, 10, -3, -3, i, -5
- CC1(C)Cc2c(cnn2-c2cccc(F)c2)C(NC(=O)CSc2ccccn2)C1 (stereo not drawn)
    -3, -2, -6, 1, -2, -2, -1, i, 10
- CCN(CC)S(=O)(=O)c1ccc2[nH]cc(C(=O)NCCCN3CCCCC3)c(=O)c2c1
    -3, 3, 5, 0, -15, 1, -7, i, 2
- CCS(=O)(=O)Nc1cccc(C2=NN(C(C)=O)C(c3cccs3)C2)c1 (stereo not drawn)
    4, -6, 2, 6, -1, 1, -4, i, 9
- COc1ccc(-c2cc(C(=O)N(C)Cc3ccccc3F)c3ccccc3n2)cc1OC
    5, -25, -9, 1, 22, 0, 0, ., 2
- CC(=O)N1CCc2cc(S(=O)(=O)NC(C(=O)N3CCN(c4ccccc4F)CC3)C(C)C)ccc21 (stereo not drawn)
    -3, -9, 11, 1, -3, -3, -3, i, 5
- Cc1ccc(NS(=O)(=O)c2cccc3nsnc23)cc1
    0, 6, 9, 3, 0, 2, -3, i, 7
- Cc1cccc(C)c1NC(=O)CC(C)c1ccccc1 (stereo not drawn)
    6, 4, 8, 1, -3, 1, -1, i, 4
- C#CCOc1ccc(C2C3=C(CC(C)(C)CC3=O)N(CC(=O)O)C3=C2C(=O)CC(C)(C)C3)cc1OC
    -1, 6, 0, 2, -4, 3, -3, i, 3
- CCC(=O)OCC(=O)[C@@]1(OC(=O)CC)[C@@H](C)C[C@H]2[C@@H]3CCC4=CC(=O)C=C[C@]4(C)[C@@]3(Cl)[C@@H](O)C[C@@]21C
    -11, 10, 3, 6, 20, -5, -4, i, 2
- CCOC(=O)c1sc(NC(=O)CN2CCCC2)c(C(=O)OCC)c1C
    -1, 3, 0, -2, 11, -3, -3, i, -9
- Cc1ccc(C(=O)NNC(=O)c2ccccc2)cc1S(=O)(=O)N1CCCCC1
    -7, 10, -1, 4, -4, -2, -2, i, 1
- NS(=O)(=O)c1ccc(CCNC(=O)c2ccc(Cl)nc2)cc1
    6, 0, 20, 1, -3, 1, 0, i, -9
- CCc1cc(C(=O)NNC(=S)Nc2ccccc2C)cs1
    -7, 13, 9, 4, -3, 10, 0, i, 4
- COc1ccc(C)cc1S(=O)(=O)Nc1cccc(C)c1
    3, -10, 0, 0, -4, -8, 0, i, 7
- COc1ccc(C(=O)NCC(=O)OCC(=O)Nc2c(C)n(C)n(-c3ccccc3)c2=O)cc1
    -6, -9, -9, -1, -5, -3, -2, i, 8
- COc1cccc(/C(C)=N/NC(=O)c2cc(-c3cccnc3)nc3ccccc23)c1
    -3, -2, -1, -5, 11, 0, 1, i, 17
- CCOC(=O)C1CCN(S(=O)(=O)c2ccc(Cl)nc2)CC1
    -5, -15, -8, -1, -4, 0, -2, i, -3
- COCCCN1CCN(C2Cc3ccccc3Sc3ccc(Cl)cc32)CC1 (stereo not drawn)
    3, -9, -25, 0, 18, -2, -1, i, -3
- O=C(NCCC1=CCCCC1)C1CCN(S(=O)(=O)c2cccc3nsnc23)CC1
    -18, 12, -23, 3, -5, 2, -16, i, -12
- CCOc1cc(N2CCOCC2)c(OCC)cc1NC(=O)COC(=O)CCc1c[nH]c2ccccc12
    1, 2, 9, -2, 13, 5, 1, i, 5
- Cc1ccc(S(=O)(=O)N(c2ccccc2)C2CCS(=O)(=O)C2)cc1 (stereo not drawn)
    -12, -1, 17, 1, 0, 7, -5, i, -6
- COc1ccccc1NC(=S)NC(NC(=O)C(C)C)C(Cl)(Cl)Cl (stereo not drawn)
    -7, 8, -1, 7, -8, -1, -4, i, -10
- Cc1nnc(SCC(=O)Nc2ncc(Cl)cc2Cl)n1Cc1ccccc1
    3, -8, -2, 2, -1, 1, 1, i, -1
- CCC/C=C/c1ccc(CN2C(C(C)C)C(=O)N(Cc3cn(CCC4OCCO4)nn3)CCS2(=O)=O)cc1 (stereo not drawn)
    5, -8, -3, -5, 13, 2, 1, i, -34
- Cc1ccccc1NC(=O)CN1C(=O)N/C(=C\c2cccn2-c2cccc(C(=O)O)c2)C1=O
    -9, -19, 0, 3, -3, -2, -6, i, -35
- COc1ccccc1N1CCN(C(=O)c2cc(-c3ccc(Cl)cc3)on2)CC1
    -7, 8, 23, -1, 35, -2, 1, i, 6
- Cc1cc(=O)n2[nH]c(NCc3c(F)cccc3Cl)nc2n1
    5, 11, -2, 3, -6, 9, -1, i, 1
- C=CCn1c2ccccc2c2nnc(SCCN3CCCCC3)nc21
    3, 21, 12, -2, -4, 1, 1, i, 1
- O=C(c1ccco1)N1CCN(c2ncnc3c(-c4ccc(Cl)cc4)nsc23)CC1
    -7, -7, -6, -3, 8, -3, -3, i, -3
- COc1cc(C2NC(=O)NC(C)=C2C(=O)OCC2CCCO2)cc(OC)c1OC (stereo not drawn)
    -3, -11, 7, -2, -11, -1, -3, i, -2
- O=C(CC(Nc1ccc(F)cc1)c1ccccc1)c1ccccc1 (stereo not drawn)
    4, 6, 8, 1, -4, 0, -11, i, 0
- COc1ccc(NC(=O)c2ccc3nc(-c4ccccc4)c(-c4ccccc4)nc3c2)c(OC)c1
    -22, 6, -15, 0, 2, -6, -7, i, 10
- CCOc1cc(CN2CCC(CO)(Cc3cccc(C(F)(F)F)c3)CC2)ccc1OC
    5, 15, 7, 3, 0, 4, -2, i, 2
- CCN1C(=O)C(C(=O)c2ccccc2)SC1=S (stereo not drawn)
    3, 38*, 5, -1, -3, 5, -4, i, 12
- Cc1cc(Nc2ccccc2F)n2ncnc2n1
    -4, -2, 2, 4, -7, 10, -11, i, -15
- Cc1cc(Cl)n2ncc(-c3ccccc3)c2n1
    5, -18, 23, -2, 11, 5, -1, i, 6
- CSc1ncccc1C(=O)OC(C)C(=O)Nc1cccc(S(=O)(=O)N2CCOCC2)c1 (stereo not drawn)
    5, -2, 12, 1, 2, 8, -1, i, 4
- O=C(Oc1cccc(NC(=O)c2cccs2)c1)c1cccc(S(=O)(=O)N2CCCC2)c1
    1, -6, 1, 3, 36, 0, 1, i, -7
- c1ncn(C23CC4CC(CC(C4)C2)C3)n1
    7, 15, 9, -1, -5, 3, -2, i, -3
- CCOc1cc(/C=C/c2nc3ccccc3s2)ccc1OCC(=O)N1CCOCC1
    -5, -7, 8, -3, 1, -4, -1, +, 0
- CC(=O)Nc1ccc(Cl)cc1C1COC(=O)C1=N (stereo not drawn)
    -10, 1, 4, -2, -7, -8, 0, i, -2
- O=C(CSc1nnc(-c2cccnc2)o1)Nc1ccc(Br)cc1
    7, -1, 10, 3, -2, 1, 1, i, 8

Another view of part of the listing above:
> COc1ccccc1N1CCN(C(=O)c2cc(-c3ccc(Cl)cc3)on2)CC1
  eLon inh = -7 | MLLE-PAM2 inh = 8 | SKN-1 block = 23 | Rin1 Abl inh = -1 | FAS TE block = 35 | MT1-MMP act inh = -2 | bovine MsrA act = 1 | Neddyl block = i | NRP1-CendR mod = 6
> Cc1cc(=O)n2[nH]c(NCc3c(F)cccc3Cl)nc2n1
  eLon inh = 5 | MLLE-PAM2 inh = 11 | SKN-1 block = -2 | Rin1 Abl inh = 3 | FAS TE block = -6 | MT1-MMP act inh = 9 | bovine MsrA act = -1 | Neddyl block = i | NRP1-CendR mod = 1
> C=CCn1c2ccccc2c2nnc(SCCN3CCCCC3)nc21
  eLon inh = 3 | MLLE-PAM2 inh = 21 | SKN-1 block = 12 | Rin1 Abl inh = -2 | FAS TE block = -4 | MT1-MMP act inh = 1 | bovine MsrA act = 1 | Neddyl block = i | NRP1-CendR mod = 1
> O=C(c1ccco1)N1CCN(c2ncnc3c(-c4ccc(Cl)cc4)nsc23)CC1
  eLon inh = -7 | MLLE-PAM2 inh = -7 | SKN-1 block = -6 | Rin1 Abl inh = -3 | FAS TE block = 8 | MT1-MMP act inh = -3 | bovine MsrA act = -3 | Neddyl block = i | NRP1-CendR mod = -3
